# IL-2 act – activators of IL-2; IL-2 activation reporter assay, cell-based qHTS; stimulated with anti-CD3/CD4/CD28 beads; in transgenic mouse T cells; activation, % (series mostly up to about 46 µM); 360,000 tested, 0.065% active; in the data active = activation above about 50%; inconclusive = mostly about 30% to 49%; also: 0% is about no effect
#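 EGFP and DsRed fluorescence is measured by plate cytometry in unstimulated transgenic mouse T cells exposed to compound for 60 minutes, then stimulated 18 hours at 37 degrees C with anti-CD3/anti-CD4 beads plus anti-CD28.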
# DRD3 antagonist – blocks the human D3 dopamine receptor; D3R cells, DiscoveRx beta-arrestin luminescence, antagonist mode; hits give low values; 360,000 tested, 2.5% active; P35462; max response, negative = inhibition, %; in the data active = max response below about -50%; inconclusive = no clear call, values can overlap the other calls; also: % is scaled to controls: 0 for no effect and ±100 for the full control effect; mostly tested at two doses, the higher about 12 µM
# Target sequence (P35462 whole entry, looked up): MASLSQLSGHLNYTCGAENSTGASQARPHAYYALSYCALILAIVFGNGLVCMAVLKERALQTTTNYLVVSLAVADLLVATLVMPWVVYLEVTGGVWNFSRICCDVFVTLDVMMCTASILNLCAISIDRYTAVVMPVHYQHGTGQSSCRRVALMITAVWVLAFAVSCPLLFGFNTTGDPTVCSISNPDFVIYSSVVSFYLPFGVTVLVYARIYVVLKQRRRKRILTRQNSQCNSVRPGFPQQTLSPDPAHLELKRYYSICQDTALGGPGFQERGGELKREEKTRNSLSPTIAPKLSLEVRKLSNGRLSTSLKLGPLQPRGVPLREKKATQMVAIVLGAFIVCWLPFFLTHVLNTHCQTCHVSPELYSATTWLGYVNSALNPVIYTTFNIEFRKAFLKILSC
#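 Cells expressing the human receptor were seeded at 1500 cells/well, incubated overnight at 37 degrees C in 5% CO2, then exposed to library compounds with dopamine controls for 90 minutes at 37 degrees C before luminescent detection.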
# HEK293 tox – cytotoxicity counter-screen for GLP-1 receptor inverse agonists. Potency, µM (series often up to 38.3 µM), without a hit: at the top dose activity change, negative = inhibition, usual class: inhibitors. HEK293 cAMP-luciferase reporter cells, luminescence, 24 h. 410,000 tested, 0.13% active;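 also: loss of luciferase light is scored as toxicity; potency is read from the fitted curve at half-maximal effect; % is scaled to controls: 0 for no effect and ±100 for the full control effect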
#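 Cells in DMEM/10% Nu serum/1% pen-strep, 1536-well format. Pre-incubated 12 h, dosed with 23 nL compound, incubated a further 24 h. Luciferase detection, 12 min at room temp, luminescence.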
# DRD3 agonist – agonists of human D3 dopamine receptor; 410,000 tested, 0.58% active; P35462; D3R DiscoveRx beta-arrestin cells, luminescence, 90 min; AID 652048; max activation, %; in the data active = max activation above about 30%; also: 0% is about no effect; mostly tested at two doses, the higher about 12 µM
#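 Agonist mode: compounds and dopamine controls were applied to plated cells for 90 min at 37 degrees C after an overnight attachment at 1500 cells/well. Luminescent read-out followed 30 - 60 minutes at room temperature with DiscoveRx detection reagent.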
# GLP-1R agonist – agonists of human GLP-1 receptor. P43220. 380,000 tested, 0.007% active. HEK293 GLP-1R CRE-luciferase, luminescence, 4-6 h; cells express a hypersensitive GLP-1R form. Potency, µM (doses to about 45.6 µM), for the others: top-dose activation, actives largely listed as activators; also: potency is read from the fitted curve at half-maximal effect; % of control where 0% means no effect
# Target sequence (P43220 whole entry, looked up): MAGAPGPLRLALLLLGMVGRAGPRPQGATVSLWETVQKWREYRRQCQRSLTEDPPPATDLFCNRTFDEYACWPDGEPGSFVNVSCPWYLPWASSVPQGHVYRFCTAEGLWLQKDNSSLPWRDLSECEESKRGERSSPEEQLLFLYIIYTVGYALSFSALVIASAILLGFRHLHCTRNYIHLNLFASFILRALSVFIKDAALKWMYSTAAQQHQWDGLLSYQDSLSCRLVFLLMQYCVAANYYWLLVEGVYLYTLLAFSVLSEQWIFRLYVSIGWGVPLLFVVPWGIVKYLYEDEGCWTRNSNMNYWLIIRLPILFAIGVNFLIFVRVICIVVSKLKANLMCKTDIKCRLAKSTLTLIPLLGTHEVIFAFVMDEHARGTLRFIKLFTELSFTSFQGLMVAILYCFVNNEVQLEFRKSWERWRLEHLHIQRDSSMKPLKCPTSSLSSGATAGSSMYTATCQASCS
# PLK1 PBD block – PLK1 (human) polo-box domain binding inhibition. Potency, µM, for the others: max response, negative = inhibition, actives largely listed as inhibitors. Plk1 PBD binding of FITC phosphopeptide, fluorescence polarization. 360,000 tested, 2.8% active. AID 720504; also: potency is read from the fitted curve at half-maximal effect; series mostly up to about 57 µM; % is scaled to controls: 0 for no effect and ±100 for the full control effect; nearly all actives have a fitted effect of over 65% in size
# GLP-1R inv ag – inverse agonists of human GLP-1 receptor | P43220 | HEK293 GLP-1R CRE-luciferase, luminescence, 24 h; GLP-1R form is constitutively active | Potency, µM (series often up to 38.3 µM), inactives show top-dose activity change, negative = inhibition, hits mostly inhibitors | 410,000 tested, 1.6% active | AID 624417; also: potency is read from the fitted curve at half-maximal effect; % is scaled to controls: 0 for no effect and ±100 for the full control effect; nearly all actives have a fitted effect of over 55% in size
#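 Using stably transfected HEK293 (constitutively active GLP-1R, cAMP-luciferase reporter), compounds were incubated 24 hr and luciferase measured by luminescence.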
# PI5P4K alpha inh – blocks human PI5P4K alpha kinase activity; PI5P4Kalpha enzyme, ADP-Glo luminescence, 60 min; hits give low values; max response, %; 330,000 tested, 1.2% active; AID 652105; active = max response of -50% or lower; inconclusive = between -30% and -50%; inactive = -30% or higher; also: value at the top dose of about 77 µM; % is scaled to controls: 0 for no effect and ±100 for the full control effect
#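 Enzyme plus substrate dispensed, test compounds pinned in, then ATP (5 microM final) added. After 60 min at RT, ADP-Glo reagent 1 for 45 min and reagent 2 for 30 min preceded luminescence imaging.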
# WRN helicase inh – blocks human WRN helicase; 360,000 tested, 0.46% active; Potency, µM (titrated, usually from 114 µM), for inactives: at the top dose activity change, negative = inhibition, hits mostly inhibitors; AID 651768; WRN helicase unwinding, fluorescent forked duplex, kinetic; Q14191; also: potency is read from the fitted curve at half-maximal effect; % is scaled to controls: 0 for no effect and ±100 for the full control effect; nearly all actives have a fitted effect of over 55% in size
#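 Screening of the MLSMR collection measured strand separation of a quenched forked DNA duplex (100 nM) by 20 nM WRN with 2 mM ATP, all final. Compounds were preincubated with enzyme 15 min at room temperature.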
# Starred values were filed as active, the others as inactive; ? = inconclusive; . = no result given; [ ] = dose if it differs, or a comment. Unless noted, calls follow the shape of the dose curve; as a rule, active = well fitted curve in the direction sought with a large enough effect; inconclusive = small, poorly fitted or top-dose-only effect, or another doubt; inactive = no such curve, though single readings can be large; an effect the other way counts as inactive or inconclusive.
Structure	GLP-1R agonist	WRN helicase inh	DRD3 agonist	IL-2 act	PLK1 PBD block	HEK293 tox	GLP-1R inv ag	DRD3 antagonist	PI5P4K alpha inh
O=C(CSc1nnc(-c2ccc(Cl)cc2)n1-c1ccccc1)N/N=C/c1ccccc1C(=O)O	1%	-3%	1	-1.2	-2%	-13%	?	10	-1
Brc1cnc2nc(SCc3nc4ccccc4[nH]3)[nH]c2c1	10%	3%	-3	-0.7	-1%	3%	42%[activator]	15	1
O=c1[nH]cc(-c2ccc(Br)cc2)n1Cc1ccccc1	2%	-12%	14	-0.4	-24%	1%	-30%	37	5
COc1ccc(CCNC(=O)Cc2ccc(NC3=NC4CS(=O)(=O)CC4S3)cc2)c(OC)c1 (configuration not stated)	-1%	3%	5	-1.2	-19%	-5%	1%	5	-1
Cc1ccc(CNC(=O)C2CCN(c3nn4c(=O)cc(C)nc4s3)CC2)cc1	-2%	-14%	3	-4.0	-10%	-3%	10%	-1	-7
COc1ccc(Cl)cc1NC(=O)CN(C)C(=O)CN1C(=O)NC(C)(C)C1=O	-4%	-20%	1	-0.7	-4%	9%	15%	7	4
CC1(c2nnc(Cc3ccccc3)o2)CC(c2ccccc2)=NO1 (configuration not stated)	-5%	-3%	12	0.0	-5%	26%	-5%	17	4
CC(=O)c1cccc(NC(=O)Nc2ccc(C(=O)N3CCCC3)cc2)c1	-6%	6%	8	-1.6	-7%	-1%	0%	13	.
CCOC(=O)c1c(C)n(C)c2ccc(OC)c([N+](=O)[O-])c12	17%	-1%	1	0.8	-4%	-1%	6%	28	-2
CCOC(=O)c1cc(C(C)(C)C)oc1CN	7%	1%	6	-0.7	3%	-4%	-20%	19	2
Cc1ccc(Cc2c(-c3ccccc3)nc3ccc(Br)cn23)cc1	-2%	-10%	-7	-1.2	-7%	-6%	?	-9	0
O=C1c2ccccc2S(=O)(=O)N1Cc1nnc(-c2ccccc2Br)o1	2%	-32%	1	-4.2	-8%	2%	0%	-9	1
CCCNc1nc2c(c(=O)[nH]c(=O)n2C)n1CCCc1ccccc1	-5%	0%	-1	-2.7	-1%	2%	54%[activator]	27	.
CCc1c(C)nc(SCC(=O)N2CC(C)OC(C)C2)[nH]c1=O (configuration not stated)	0%	-7%	3	-1.3	2%	-1%	7%	4	-1
CCc1ccccc1NC(=S)N1CCN(c2cccc(OC)c2)CC1	-3%	2%	-3	0.1	4%	7%	-28%	4	8
CC(CCc1ccccc1)NC(=O)C1CCN(C(=O)c2sccc2-n2cccc2)CC1 (configuration not stated)	-1%	7%	1	-1.4	3%	3%	-19%	29	3
COc1ccc(-c2cc(C(=O)NC3CCCC3)no2)cc1OC	-8%	18%	-15	-3.0	-8%	-12%	4%	-24	.
COc1ccc(N(C(=O)c2snc(C(N)=O)c2N)C(C(=O)NC2CCCC2)c2cccs2)cc1OC (configuration not stated)	13%	-15%[11.6 µM]	-6	0.8	-7%	-6%	18%	-3	1
COc1ccc(-n2c(SCC3OCCO3)nc3c(sc(=S)n3-c3ccccc3)c2=O)cc1OC	3%	-6%	4	0.5	-8%	-1%	-33%	-10	0
Cc1nn(C)c(C(=O)NNC(=S)NCc2ccco2)c1Br	2%	-7%	3	0.7	-19%	2%	1%	11	3
COc1ccc(C(C)=NNc2ccc([N+](=O)[O-])cc2S(=O)(=O)Nc2ccccc2C(=O)O)c(OC)c1	1%	-6%[11.6 µM]	0	0.1	21µM*	1%	?	-17	?
Cn1c(=O)c(C(=O)CSc2nncs2)c(N)n(Cc2ccccc2)c1=O	3%	-2%	-10	-0.3	-8%	-9%	17%	-16	.
O=C(Nc1cc(S(=O)(=O)N2CCOCC2)ccc1N1CCOCC1)c1cccs1	11%	5%	-9	2.1	-6%	-17%	9%	-13	0
Cc1[nH]c2ccccc2c1/C=C/c1nc2ccccc2c(=O)n1-c1ccc([N+](=O)[O-])cc1	1%	4%	-8	2.3	-2%	5%	-10%	-9	-7
Cc1c(C(=O)NCc2cccnc2)oc2c1C(=O)CC(C)(C)C2	-5%	1%	-11	-1.2	-14%	2%	0%	-6	.
COc1nc(C)ccc1-c1noc(-c2ccncc2)n1	-3%	-2%	3	0.6	-2%	1%	38%[activator]	-10	.
Cc1cccc(C)c1NC(=O)NC1CCc2ccccc21 (configuration not stated)	5%	8%	4	-0.8	1%	-11%	12%	0	0
CN1C(=O)/C(=N\OC(=O)c2ccccc2Cl)c2ccccc21	-1%	-6%	-1	2.5	2.7µM*	-15%	16%	0	-2
CCOC(=O)C(NC(=O)c1ccccc1)(OCc1ccccc1)C(F)(F)F (configuration not stated)	6%	2%	16	-4.6	-6%	-1%	?	-1	-1
Cc1ccc(C)c(N2CCN(CCCNC(=O)Cn3c(=O)c4cccn4c4cccnc43)CC2)c1	-5%	2%	-22	-0.2	-7%	-14%	?	-98*	2
CCN(CC(=O)NCc1cccs1)C(=O)c1cccc(S(=O)(=O)Nc2ccc(OC)cc2)c1	6%	0%	0	0.1	-2%	3%	-19%	14	5
COc1ccc(S(=O)(=O)N2CCC(C(=O)NCc3cccnc3)CC2)cc1Cl	8%	9%	18	2.1	-4%	-18%	2%	8	3
CCOC(=O)c1sc2nc(OCCN3CCOCC3)cc(C)c2c1N	11%	-8%	1	-0.2	-3%	6%	27%	0	-4
CCOC(=O)c1cccc(Nc2nc(-c3cccnc3)nc3ccccc23)c1	-33%[inhibitor]	?	7	-0.2	0%	?	?	23	-6
Cc1nccn1CCCNC(=O)CC1C(=O)NCCN1Cc1ccc(F)cc1Cl (configuration not stated)	2%	-26%	7	3.3	-9%	5%	-23%	-6	4
CC(C)S(=O)(=O)c1csc(NC(=O)Nc2cc(Cl)ccc2Cl)c1Cl	9%	-5%	-30	-7.2	2%	3%	-19%	-11	0
Cc1ccc(S(=O)(=O)CC(=O)c2ccccc2)cc1	-1%	-11%	7	-4.5	-3%	-3%	-7%	5	0
COc1ccc2c(c1)OC1(C)CC2C(C(=O)c2ccccc2OC)C(=O)N1 (configuration not stated)	13%	0%	3	3.1	3%	5%	-18%	2	6
CSc1ncccc1C(=O)OCC(=O)N1CCOCC1	0%	-7%[57.1 µM]	-9	-2.8	-12%	7%	1%	-12	.
COCCNC(=O)CSc1ccc(-c2nc3ccccc3[nH]2)cn1	1%	8%	-3	0.2	5%	-13%	8%	1	-1
COC(=O)C1=C(C(=O)OC)SC2(S1)C(C(=O)OC)=C(C(=O)OC)SC1=C2c2cccc(C)c2NC1(C)C	1%	3%	-12	-0.3	-13%	-25%	?	-25	.
COc1cc(C(=O)N2CCCC(c3nc(-c4cccs4)no3)C2)cc(OC)c1OC (configuration not stated)	22%	1%	-21	-2.0	-11%	2%	0%	-23	.
O=C(CN1C(=O)CSc2ccc(S(=O)(=O)N3CCOCC3)cc21)N1CCCCC1	7%	-1%	6	-2.5	-8%	-5%	6%	9	-1
CC(=O)Nc1ccc(NC(=O)CSc2nnc(COc3ccccc3C)n2CC2CCCO2)cc1 (configuration not stated)	4%	-7%	18	3.4	-3%	0%	3%	9	8
CCOc1ccc(NC(=O)c2ccc(N3CC4CC(C3)c3cccc(=O)n3C4)c(NC(=O)CCN3CCOCC3)c2)cc1 (configuration not stated)	14%	-6%[57.1 µM]	-1	-1.7	-10%	7%	21%	-10	-1
COc1ccc(NC(=O)C2CCCN2c2ccc(OC)c(OC)c2)cc1OC (configuration not stated)	13%	4%	3	-2.6	-7%	-10%	73%[activator]	4	-5
COc1ccc(CCNC(=O)Cn2cnc3scc(-c4ccccc4)c3c2=O)cc1OC	0%	1%	0	0.1	-11%	-11%	?	6	1
C[C@@H]1CN([C@@H](C)CO)S(=O)(=O)c2ccc(Br)cc2O[C@@H]1CN(C)C(=O)C1CC1	0%	-4%	3	0.3	-2%	1%	5%	9	-2
c1ccc2nc3c(nc2c1)CCc1nonc1-3	-5%	0%	2	-1.5	3%	-3%	0%	-1	.
COc1ccccc1C(=O)Nc1ccnn1C1CCN(Cc2ccn[nH]2)CC1	4%	-19%	-2	1.0	-4%	-3%	37%[activator]	-15	-7
NNC(=O)CS(=O)(=O)c1ccc(Cl)cc1	9%	-2%	5	-0.5	-4%	0%	12%	0	-1
COC12NC(=O)N(C)C1(OC)C(=O)N(C)C(=O)N2C (configuration not stated)	12%	12%	-8	-0.2	-9%	-3%	4%	22	-1
CN1CCC(=O)N([C@H](COc2ccccc2)Cc2ccccc2)CC1	7%	-1%	-1	-1.7	-1%	0%	-6%	0	5
O=S1(=O)CCOCCCN1Cc1ccccc1Br	9%	3%	-6	0.1	-1%	-28%	2%	-9	0
Cc1ccc(/C=N/Nc2ncnc3nc[nH]c23)cc1	5%	-18%	2	-0.1	-14%	3%	21%	2	-17
COc1cccc(C#Cc2c(C=O)n(C)c3ccccc23)c1	-6%	-9%	56*	-0.2	5%	51%[activator]	10µM*	69	17
CCN(C(=O)CSc1nc(N)cc(=O)[nH]1)C1CCS(=O)(=O)C1 (configuration not stated)	5%	0%	-8	3.5	-11%	4%	17%	8	1
C/C(N)=C(/C#N)C(=O)COC(=O)c1ccccc1Cc1ccccc1	28%	-6%	0	-0.2	-4%	-21%	?	7	16

# Compounds above that have fluorine (2):
Structure	GLP-1R agonist	WRN helicase inh	DRD3 agonist	IL-2 act	PLK1 PBD block	HEK293 tox	GLP-1R inv ag	DRD3 antagonist	PI5P4K alpha inh
CCOC(=O)C(NC(=O)c1ccccc1)(OCc1ccccc1)C(F)(F)F (configuration not stated)	6%	2%	16	-4.6	-6%	-1%	?	-1	-1
Cc1nccn1CCCNC(=O)CC1C(=O)NCCN1Cc1ccc(F)cc1Cl (configuration not stated)	2%	-26%	7	3.3	-9%	5%	-23%	-6	4

# Screens deposited in PubChem by National Center for Advancing Translational Sciences (NCATS).
